From PubChem BioAssay
BRCA1 expr up – BRCA1 expression activation; MCF7-BRCA1-FFLuc reporter, luminescence, 48 h; response scale: scaled: vehicle 0%, 10 µM genistein 100%; Potency, µM (doses to about 46.1 µM), for inactives: at the highest dose activation, usual class: activators; 380,000 tested, 1.1% active; AID 624202; also: nearly all actives have a fitted effect of over 80% in size; some results filed as inactive show a strong effect at the top dose
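MCF7-BRCA1-FFLuc cells, 2000/well in phenol-red-free MEM, attached 2 h then treated 48 h at 37 C. Luciferase luminescence read 15 min after reagent; normalized to genistein maximum activation (10microM) and DMSO, concentration-response fitted.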
uPA surface inh – blocks generation of uPA at the cell surface; 330,000 tested, 0.31% active; cell surface uPA generation assay, qHTS; Potency, µM (highest dose often 38.3 µM), for inactives: at the highest dose activity change, negative = inhibition, actives largely listed as inhibitors; active = well fitted inhibition curve with a large enough effect; inconclusive = small, poorly fitted or top-dose-only effect; inactive = no such curve, though single readings can be large or run the other way; tested in mouse RAW 264.7 cells; also: % is scaled to controls: 0 for no effect and ±100 for the full control effect; nearly all actives have a fitted effect of over 55% in size
RORg inh – blocks mouse ROR gamma transcriptional activity; P51450; Drosophila S2 Gal4-RORgamma UAS-luciferase reporter, 20 h; Potency, µM (highest dose often 53.6 µM), without a hit: at the highest dose activity change, negative = inhibition, hits mostly inhibitors; 310,000 tested, 5.4% active; AID 2551; also: % is scaled to controls: 0 for no effect and ±100 for the full control effect; nearly all actives have a fitted effect of over 60% in size
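A Gal4/UAS one-hybrid system in insect cells: metallothionein-promoter Gal4–ROR gamma fusion plus Photinus luciferase reporter. Copper sulfate 700 uM final, 20 hr ambient incubation, luminescent detection after 10 min with reagent.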
ELG1 genotox – induces genotoxicity in HEK293T cells with luciferase-tagged ELG1 | HEK293T ELG1-luciferase reporter, luminescence, 16 h | Potency, µM (highest dose often 46 µM), without a hit: at the highest dose activity change, positive = activation, most hits filed as activators | 330,000 tested, 1.3% active | AID 504466; also: % of control where 0% means no effect; nearly all actives have a fitted effect of over 60% in size
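ELG1-luciferase HEK293T cells, 2,000/well; compound pinned in; 16 hr, 37 °C, 5% CO2; ONE-Glo, 30 min RT; luminescence on CCD imager.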
VP16 counter – counter-screen for ROR gamma inhibitors: Gal4-VP16 reporter. Drosophila S2 Gal4-VP16 UAS-luciferase, luminescence, 20 h. Potency, µM (highest dose often 53.6 µM), without a hit: top-dose activity, negative = inhibition, hits mostly inhibitors. 310,000 tested, 3.5% active. AID 2546;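 also: Gal4-VP16 expression switched on by copper sulfate through the metallothionein promoter; % is scaled to controls: 0 for no effect and ±100 for the full control effect; nearly all actives have a fitted effect of over 50% in size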
MBNL1-CUG inh – inhibitors of human MBNL1 binding to CUG repeat RNA; Q9NR56; TR-FRET MBNL1-His/biotin-(CUG)12 binding, 665/545 ratio; Potency, µM (doses to about 57.5 µM), inactives show top-dose activity change, negative = inhibition, usual class: inhibitors; 280,000 tested, 0.036% active; active = well fitted inhibition curve with a large enough effect in the signal ratio, with a control signal flat, not every such curve was filed as active; inconclusive = small, poorly fitted or top-dose-only effect, or effect the other way, or a change in a side signal; inactive = no such curve, though single readings can be large or run the other way; the % refers to the signal ratio; also: % is scaled to controls: 0 for no effect and ±100 for the full control effect
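Compound titration spanned 92 nM–58 uM against the MBNL1-His/biotin-(CUG)12 complex. After 60 min at room temperature with 5 nM streptavidin-XL665 and 0.055 ng/ul terbium anti-His, ratiometric 665/545 nm emission (Ex 340 nm) normalized to controls.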
p53 reactivation – restores transcriptional activity of mutant p53; H1299 p53-A138V BP100-luciferase reporter, luminescence, 24 h; Potency, µM (titrated, usually from 92.2 µM), without a hit: at the highest dose activity change, positive = activation, actives largely listed as activators; 320,000 tested, 0.063% active; also: % of control where 0% means no effect; nearly all actives have a fitted effect of over 45% in size
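p53-null H1299 cells stably carrying temperature-sensitive p53-A138V and a BP100-luciferase reporter were pinned with compounds (4-point, 1:5 series) and held 24 hrs at 37 deg C. Luminescence was read 10 min after detection reagent.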
MLL CXXC-DNA inh – MLL CXXC-DNA interaction inhibition; MLL-CXXC / FITC-HOXA9 DNA fluorescence polarization; Potency, µM (highest dose often 115 µM), without a hit: top-dose activity change, negative = inhibition, usual class: inhibitors; 290,000 tested, 0.037% active; AID 2662; active = well fitted inhibition curve with a large enough effect in the polarisation, with a control signal flat, not every such curve was filed as active; inconclusive = small, poorly fitted or top-dose-only effect, or effect the other way, or a change in a side signal; inactive = no such curve, though single readings can be large or run the other way; the % refers to the polarisation
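Purified MLL-CXXC (added from a 7 uM solution) was preincubated 5 min at ambient with pinned compounds in 50 mM Tris-HCl pH 7.5, 50 mM NaCl, 1 mM DTT, 0.05% BSA. Fluorescein-labeled HOX-A9 DNA (50 nM solution) followed, 30 min, then polarization read.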
FLuc modulator – counter-screen for miR-21 project: firefly luciferase inhibitors or activators; P08659; purified FLuc, Km substrates, luminescence inhibition; Potency, µM (titrated, usually from 57.5 µM), inactives show at the highest dose activity change, negative = inhibition, actives largely listed as inhibitors; 360,000 tested, 6.9% active; AID 588342;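 also: plate controls were vehicle for no effect and reference inhibitor for full effect; nearly all actives have a fitted effect of over 55% in size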
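Purified P. pyralis luciferase (10nM final) with 10uM D-luciferin and 10uM ATP (Km levels) in 50mM Tris acetate pH 7.5, 10mM Mg acetate, 0.01% Tween-20, 0.05% BSA; qHTS 6-point titration, ~60 µM downward; luminescence read.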
Rab9 prom act – activators of Rab9 promoter | Huh7 Rab9 promoter-luciferase reporter, luminescence, 24 h | AID 485297 | Potency, µM (titrated, usually from 9.22 µM), without a hit: at the top dose activation, negative = inhibition, actives largely listed as activators | 320,000 tested, 2.8% active; also: % of control where 0% means no effect; nearly all actives have a fitted effect of over 60% in size
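Huh7 reporter line, Rab9 promoter upstream of luciferase. Compound exposure 24 h at 37 °C in reduced-serum medium with 10% FBS. Read-out: luminescence.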
NPC1 prom act – activators of NPC1 promoter | 320,000 tested, 2.4% active | Huh7 NPC1 promoter luciferase reporter, 24 h | Potency, µM (series often up to 9.22 µM), for the others: top-dose activation, hits mostly activators;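 also: % of control where 0% means no effect; nearly all actives have a fitted effect of over 60% in size; reporter is driven by a mutant NPC1 promoter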
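Stably transfected Huh7 (NPC1 promoter→luciferase), 1500 cells/well in Opti-MEM + 10% FBS, 2 h settle, then compound 24 h at 37 °C. Luminescence after 10 min with Amplite reagent.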
An asterisk follows results filed as active; ? = inconclusive; . = not tested or not shown. Unless noted, calls follow the shape of the dose curve; as a rule, active = well fitted curve in the direction sought with a large enough effect; inconclusive = small, poorly fitted or top-dose-only effect, or another doubt; inactive = no such curve, though single readings can be large; an effect the other way counts as inactive or inconclusive. Potency is read from the fitted curve at half-maximal effect. An excerpt, so the mix of outcomes need not match the whole.

Results follow in this order: ELG1 genotox, MBNL1-CUG inh, FLuc modulator, MLL CXXC-DNA inh, RORg inh, p53 reactivation, Rab9 prom act, uPA surface inh, NPC1 prom act, VP16 counter, BRCA1 expr up
- CCOCCn1c(SCc2cccc(C)c2)nc2c1c(=O)[nH]c(=O)n2C
 : 10%, -5%, -1%, -1%, -3%, -3%, -5%, ?, -1%, -4%, -3%
- Cc1c(C#N)c2ccccc2n1CC(=O)NC(C)c1ccccc1 (configuration not stated)
 : -4%, -4%, -3%, 0%, 5%, -10%, 0%, ., 1%, 12%, -3%
- CSc1ccc(CN(C)C(=O)c2ccc(S(=O)(=O)Nc3ccccc3)cc2)cc1
 : 3%, ., -3%, ., ., -6%, -5%, -6%, 0%, ., -46%
- COc1ccc2[nH]c(=O)c(CN(C(=O)c3cccnc3)c3ccccc3C)cc2c1
 : 2%, -2%, 0%, -8%, 9%, -4%, -3%, 1%, -1%, -4%, -24%
- Cc1c(Cc2ccccc2)c(=O)oc2cc(O)ccc12
 : -1%, 3%, 1%, -8%, -21%, -4%, -3%, 0%, -2%, -8%, -21%
- COc1ccc(CN2CCNC(=O)C2CC(=O)N(Cc2nccn2C)C(C)C)c(OC)c1 (configuration not stated)
 : 3%, -5%, 1%, -9%, -2%, -5%, 3%, 7%, -4%, 10%, -22%
- CC/C(Cc1ccccc1)=N\NC(=O)c1cc(C)oc1C
 : 0%, -3%, 3%, 3%, -24%, ?, -7%, -1%, -4%, -7%, -30%
- Cc1ccc(NS(=O)(=O)c2ccc(Cl)s2)nc1
 : 0%, -5%, 1%, ?, -8%, 6%, 26%, 0%, 3%, 0%, 4%
- COc1cccc(C(=O)N(C)CC(=O)Nc2cccc3ccccc23)c1
 : 4%, ., 8%, ., ., -17%, -2%, 7%, 0%, ., -22%
- Cc1cc(C)nc(N/N=C/c2cccc(Cl)c2)n1
 : 13%, -9%, ?, 1%, 11µM*, 7%, 27%, -5%, 10%, 6%, ?
- COc1ccc(NC(=O)COC(=O)c2ccc(-n3cnnn3)cc2)c([N+](=O)[O-])c1
 : 1%, ., 2%, ., ., -3%, -6%, -16%, 1%, ., -8%
- CCOC(=O)CN1N=C(/C=C/c2ccc(C(C)C)cc2)CCC1=O
 : ?, ., ?, 10%, ?, 12%, ?, -4%, -12%, -3%, 75%
- CCOC(=O)C1(Cc2cccc(OC)c2)CCCN(C(=O)c2ccccc2C)C1 (configuration not stated)
 : 11%, -8%, 27µM*, -5%, -1%, ?, ?, 4%, ?, 4%, ?
- CC(Sc1ccccc1)C(=O)NN=C1CCCC1 (configuration not stated)
 : 1%, -1%, -1%, 2%, -95%, 0%, 1%, 2%, -3%, ?, -21%
- O=C(NC1CCCCC1)C(c1c(F)cccc1Cl)N(C(=O)c1csnn1)C1CC1 (configuration not stated)
 : -3%, -2%, 4%, 0%, -16%, -5%, -4%, 3%, 1%, -8%, -12%

Further results
Results follow in this order: ELG1 genotox, MBNL1-CUG inh, FLuc modulator, MLL CXXC-DNA inh, RORg inh, p53 reactivation, Rab9 prom act, uPA surface inh, NPC1 prom act, VP16 counter, BRCA1 expr up
- COc1ccc(Nc2cc(C)nc(N)n2)cc1
 : 13%, 2%, ?, 3%, 25%, 4%, ?, 3%, 22%, -8%, 35%
- COc1cc(/C=N/NC(=O)c2sc3ccccc3c2Cl)ccc1OC(=O)c1ccc([N+](=O)[O-])cc1
 : 7%, 4%, -1%, 11%, -17%, 1%, 19%, 2%, 10%, 0%, 1%
- Cc1ccc(C2c3c(-c4ccccc4O)n[nH]c3C(=O)N2Cc2ccncc2)cc1 (configuration not stated)
 : 0%, -1%, 0%, 5%, -35%, -15%, -6%, -16%, -16%, -1%, -69%
- O=C(O)c1ccc(-n2nnnc2Oc2ccccc2C(=O)N2CCOCC2)cc1
 : -1%, -8%, 1%, -7%, -18%, 5%, 0%, ., 6%, 1%, -13%
- O=C(Nc1cnccn1)c1cccnc1
 : 0%, 5%, -3%, 4%, 13%, -8%, 0%, 0%, -2%, 4%, -23%
- COCCCNc1ncnc2c1[nH]c1ccccc12
 : -1%, 7%, 2%, 0%, -3%, ?, 1%, ., -1%, -13%, .
- Clc1ccc(-c2nsc(N3CCOCC3)n2)c(Cl)c1
 : 3.3µM*, -4%, 4.3µM*, 8%, ?, ?, 1µM*, -2%, 0.79µM*, -15%, ?
- O=C1/C(=C/c2ccco2)CCC1C1CCCC1 (configuration not stated)
 : 23µM*, 7%, 8.5µM*, 4%, 4%, ?, -1%, -2%, 0%, ?, 6%
- Cc1ccccc1C(=O)NC(=S)N(C)CCc1ccccn1
 : -1%, 4%, -1%, 13%, 7.1µM*, 8%, 2%, -1%, 1%, ?, 2%
- CC1CC(C)CN(CCOc2ccc(Cl)cc2Cl)C1 (configuration not stated)
 : -7%, -2%, -1%, 7%, -32%, 6%, -7%, 0%, 1%, -14%, 13%
- CC12CCC(C(=O)N3CCCc4ccccc43)(CC1=O)C2(C)C (configuration not stated)
 : -1%, -3%, 1%, -1%, -4%, 14%, -6%, 5%, 1%, -8%, -20%
- CCOC(=O)N1CCN(C(=O)c2ccc3c(Cl)c4c(nc3c2)CCCC4)CC1
 : 3%, 13%, -2%, 24%, -5%, -1%, -5%, ?, -2%, 9%, -32%
- CN(C)c1ccc(/C=C/C(=O)c2ccccc2)cc1[N+](=O)[O-]
 : 0%, ., 1.2µM*, 20%, ?, ?, 2.5µM*, -1%, 3.5µM*, ?, ?
- COc1cc2c(cc1NC(C)=O)CCCC2
 : 2%, 0%, -1%, 5%, -25%, -2%, -1%, 3%, 1%, ?, 6%
- C=CCSc1cc(C)nc2c(-c3ccccc3)cnn12
 : ?, ., 3.4µM*, -18%, 10µM*, ?, 3.5µM*, -19%, 21%, ?, 47%

2 neighbouring records from above, quoted:
Results follow in this order: ELG1 genotox, MBNL1-CUG inh, FLuc modulator, MLL CXXC-DNA inh, RORg inh, p53 reactivation, Rab9 prom act, uPA surface inh, NPC1 prom act, VP16 counter, BRCA1 expr up
- CCOC(=O)N1CCN(C(=O)c2ccc3c(Cl)c4c(nc3c2)CCCC4)CC1
 : 3%, 13%, -2%, 24%, -5%, -1%, -5%, ?, -2%, 9%, -32%
- CN(C)c1ccc(/C=C/C(=O)c2ccccc2)cc1[N+](=O)[O-]
 : 0%, ., 1.2µM*, 20%, ?, ?, 2.5µM*, -1%, 3.5µM*, ?, ?

The results go on.
Results follow in this order: ELG1 genotox, MBNL1-CUG inh, FLuc modulator, MLL CXXC-DNA inh, RORg inh, p53 reactivation, Rab9 prom act, uPA surface inh, NPC1 prom act, VP16 counter, BRCA1 expr up
- CCOC(=O)c1cnc2c(ccc3ccccc32)c1NCCO
 : 3%, 3%, ?, -1%, 32%, 8%, 13%, -1%, 1%, ?, 92%
- O=C(Cc1cccs1)NCCc1ccc(F)cc1
 : 5%, 0%, 0%, 6%, 17%, ., 9%, 5%, -3%, 4%, 2%
- Cc1ccc(C(NC(=O)N2CCCCC2)=C(Cl)Cl)cc1F
 : 3%, ., 1%, ?, 11µM*, -8%, -3%, ?, -6%, 7.1µM*, -27%
- Cc1nc2ccccc2c(=O)n1Cc1ccco1
 : -3%, 3%, 0%, 22%, 3%, 5%, -1%, -14%, 2%, 6%, 4%

Records listed above that bear a hit mark in NPC1 prom act:
Structure	MLL CXXC-DNA inh	p53 reactivation	Rab9 prom act	uPA surface inh	NPC1 prom act
Clc1ccc(-c2nsc(N3CCOCC3)n2)c(Cl)c1	8%	?	1µM*	-2%	0.79µM*
CN(C)c1ccc(/C=C/C(=O)c2ccccc2)cc1[N+](=O)[O-]	20%	?	2.5µM*	-1%	3.5µM*

Single records, from the list above.
Cc1ccc(C(NC(=O)N2CCCCC2)=C(Cl)Cl)cc1F is listed with ELG1 genotox = 3%; MBNL1-CUG inh = .; FLuc modulator = 1%; MLL CXXC-DNA inh = ?; RORg inh = 11µM*; p53 reactivation = -8%; Rab9 prom act = -3%; uPA surface inh = ?; NPC1 prom act = -6%; VP16 counter = 7.1µM*; BRCA1 expr up = -27%
O=C(Cc1cccs1)NCCc1ccc(F)cc1 is listed with ELG1 genotox = 5%; MBNL1-CUG inh = 0%; FLuc modulator = 0%; MLL CXXC-DNA inh = 6%; RORg inh = 17%; p53 reactivation = .; Rab9 prom act = 9%; uPA surface inh = 5%; NPC1 prom act = -3%; VP16 counter = 4%; BRCA1 expr up = 2%
